RSV antiviral HEp-2 = RSV antiviral activity via CPE protection, HEp-2 cells, primary 10 µM value included (AID 2391); CPE inhibition, % at 10 µM; hits with a dose series show IC50 in µM; HEp-2 cells, RSV-induced CPE inhibition; higher % means a stronger effect; actives 0.13% (n = 310,000); in the data active means a potency from the dose series; inconclusive means CPE inhibition mostly from about 23% at the one dose, without a potency; inactive means the rest, 99 in 100 with CPE inhibition below about 21%; further: strong numbers were not always called active
NS5 inhibitors = Dengue-2 NS5 methyltransferase inhibitors, primary screen, biochemical, confirmation dose response (AID 588689). Genome polyprotein (Dengue virus type 2 (strain 16681-PDK53)). Dengue-2 NS5 methyltransferase capping enzyme assay, biochemical; higher % means a stronger effect. inhibition, % at 25 µM; hits with a dose series show IC50 in µM. actives 0.3% (n = 340,000); in the data active means a potency from the dose series; inconclusive means inhibition above about 29% without an active follow-up result
SV40 large T antigen = SV40 large T antigen inhibitors, biochemical (AID 1903) | inhibition, % at 20 µM, or IC50 in µM where a hit was titrated | SV40 large T antigen ATPase/helicase inhibition assay; higher % means a stronger effect | actives 0.39% (n = 310,000); in the data active means a potency from the dose series; inconclusive means inhibition mostly from about 32% at the one dose, without a potency; inactive means the rest, 99 in 100 with inhibition below about 32%; further: strong numbers were not always called active
AID2073 = inhibitors of Mint1-CaV2.2 protein interaction, biochemical, HTRF (AID 2073); inhibition, % at 20 µM; hits with a dose series show IC50 in µM; HTRF protein-protein interaction, Mint1-CaV2.2; higher % means a stronger effect; actives 0.19% (n = 290,000); in the data active means inhibition mostly above about 51%, no sharp cut-off; inconclusive means no clear call, values can overlap the other calls; inactive means mostly below about 53%; further: some results filed as inactive read as strong as hits
XIAP antagonists = XIAP antagonists, biochemical, IAP family, fluorescence polarization (AID 1018); E3 ubiquitin-protein ligase XIAP (Homo sapiens); XIAP BIR domain, fluorescence polarization peptide displacement; higher % means a stronger effect; displacement, % at 20 µM, or IC50 in µM where a hit was titrated; actives 0.007% (n = 200,000); in the data active means displacement above about 50%; further: a part of the inactive calls stands beside numbers as strong as those of hits
HIV fusion peptide = inhibitors of HIV fusion peptide binding, primary screen, biochemical, uHTS, fluorescence dequenching (AID 1986); cell-free peptide binding, fluorescence dequenching, 30 min; higher % means a stronger effect; one-dose inhibition, % at 20 µM; IC50 in µM for titrated hits; actives 0.3% (n = 290,000); in the data active means inhibition mostly above about 52%, no sharp cut-off; inactive means mostly below about 76%; further: some results filed as inactive read as strong as hits
LYP phosphatase = inhibitors of LYP phosphatase, biochemical, fluorescence intensity, uHTS (AID 1779); recombinant LYP phosphatase, fluorescence intensity; higher % means a stronger effect; one-dose inhibition, % at 11.5 µM; IC50 in µM for titrated hits; actives 0.054% (n = 290,000); Tyrosine-protein phosphatase non-receptor type 22 (Homo sapiens); in the data active means inhibition above about 50%;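 further: plate controls were vehicle with enzyme for no effect and no enzyme for full effect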
MgcRacGAP inhibition = MgcRacGAP GTPase-activating activity inhibitors, confirmation, biochemical, ADP Hunter fluorescence | AID 624330, 2012 | inhibition, % at 30 µM; hits with a dose series show IC50 in µM | Rac GTPase-activating protein 1 (Homo sapiens) | actives 0.6% (n = 340,000) | MgcRacGAP-stimulated Rac1 GTP hydrolysis, ADP Hunter fluorescence; higher % means a stronger effect; GST-tagged Rac1 F28L mutant substrate;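 active means first-screen hits whose inhibition reached a set limit at any dose in the follow-up dose series; inconclusive means inhibition above the set first-screen limit but never retested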;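 further: fluorescence reports GDP produced by GAP-driven GTP hydrolysis; strong numbers were not always called active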
Siah-1 displacement = Siah-1 peptide-binding antagonists, primary screen, biochemical, fluorescence polarization, rhodamine-plectin, uHTS (AID 1817) | Siah-1 / rhodamine-plectin peptide fluorescence polarization; higher % means a stronger effect | one-dose displacement, % at 20 µM; IC50 in µM for titrated hits | actives 0.02% (n = 290,000);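 active means displacement of at least 50% at 20 µM, with a fluorescence ratio check between 0.3 and a set limit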;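 further: plate controls were Siah plus tracer with DMSO for no effect and tracer alone without Siah for full effect; strong numbers were not always called active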
NS5 inhibitors pilot replicate = recorded beside NS5 inhibitors, whose call it bears; inhibition, %; measured here: pilot screen replicate inhibition
Numbers without * were called inactive; u = inconclusive; x = no result given.

SMILES	RSV antiviral HEp-2	NS5 inhibitors	SV40 large T antigen	AID2073	XIAP antagonists	HIV fusion peptide	LYP phosphatase	MgcRacGAP inhibition	Siah-1 displacement	others
CCCn1c(C(C)NC(C)=O)nc2ccccc21 (configuration not stated)	0.7%	-3%	-1%	1%	-2.0%	-2.0%	0%	-5%	1%
O=C(CCCSc1ccc(Cl)cc1)Nc1ccccc1O	u	-5%	3%	6%	x	-0.3%	-8%	5%	-2%
COC(=O)CSC1=C(C#N)C(c2ccc3c(c2)OCO3)C2=C(CCCC2=O)N1 (configuration not stated)	-0.3%	-3%	24%	11%	-18%	6.1%	0%	7%	1%
C#CCN1C(=O)S/C(=C\c2ccc(N3CCOCC3)cc2C)C1=O	1.0%	u	-5%	6%	-2.4%	15%	-3%	11%	6%
Cc1ccc(C2C(/C=C3/SC(=S)NC3=O)=C(c3cccs3)Oc3ccccc32)cc1 (configuration not stated)	-2.4%	24%	1%	16%	-6.6%	1.9%	1%	3%	0%
CCOC(=O)c1ccc(N2Cc3ccccc3C2)cc1O	-0.3%	-7%	1%	10%	-6.0%	1.1%	2%	3%	0%
CC(C)(C)NC(=O)COc1coc(CN2CCN(Cc3ccccc3)CC2)cc1=O	0.4%	-4%	5%	-7%	x	1.0%	-10%	-7%	1%
COCCNC(=O)/C(C#N)=C/c1cccc(/C=C(\C#N)C(=O)NCCOC)c1	1.9%	-6%	17%	x	-6.0%	1.5%	-2%	12%	0%
CC(=O)C1=C(C)NC(SCC(=O)c2cc(Cl)ccc2Cl)=C(C#N)C1c1ccco1 (configuration not stated)	40%	21%	x	24%	-8.1%	7.1%	6%	19%	-1%
CCCc1nccn1S(=O)(=O)c1cc(OC)ccc1OC	0.1%	6%	4%	2%	-8.0%	-0.6%	-11%	7%	-3%	NS5 inhibitors pilot replicate=1.1
COc1cccc(-c2c3c([nH]c(=O)c2C#N)CCc2cc(OC)ccc2-3)c1	2.6%	x	15%	7%	x	-0.7%	-3%	x	-2%
COc1ccc(NC(=O)NCc2ccccn2)cc1OC	-1.1%	-2%	1%	1%	3.3%	2.1%	-6%	12%	0%	NS5 inhibitors pilot replicate=2.7
COc1ccc(CN(C(=O)/C=C/c2ccco2)C2CCS(=O)(=O)C2)cc1 (configuration not stated)	1.7%	-11%	32%	13%	x	10%	-2%	8%	22%
Cc1cc(NCCCn2ccnc2)n2nc(C)c(-c3ccc(Cl)cc3)c2n1	-4.0%	5%	-4%	8%	-6.1%	0.1%	-4%	7%	-8%
O=C(NCC1CCCO1)Nc1cc(Cl)cc(Cl)c1 (configuration not stated)	3.7%	3%	-7%	11%	-0.2%	0.7%	-9%	2%	4%

Sorted by number of heavy atoms (rising): part of the list above
SMILES	RSV antiviral HEp-2	NS5 inhibitors	SV40 large T antigen	AID2073	XIAP antagonists	HIV fusion peptide	LYP phosphatase	MgcRacGAP inhibition	Siah-1 displacement	others
CCCn1c(C(C)NC(C)=O)nc2ccccc21 (configuration not stated)	0.7%	-3%	-1%	1%	-2.0%	-2.0%	0%	-5%	1%
C#CCN1C(=O)S/C(=C\c2ccc(N3CCOCC3)cc2C)C1=O	1.0%	u	-5%	6%	-2.4%	15%	-3%	11%	6%
COCCNC(=O)/C(C#N)=C/c1cccc(/C=C(\C#N)C(=O)NCCOC)c1	1.9%	-6%	17%	x	-6.0%	1.5%	-2%	12%	0%
CC(=O)C1=C(C)NC(SCC(=O)c2cc(Cl)ccc2Cl)=C(C#N)C1c1ccco1 (configuration not stated)	40%	21%	x	24%	-8.1%	7.1%	6%	19%	-1%
Cc1ccc(C2C(/C=C3/SC(=S)NC3=O)=C(c3cccs3)Oc3ccccc32)cc1 (configuration not stated)	-2.4%	24%	1%	16%	-6.6%	1.9%	1%	3%	0%

Additional entries:
SMILES	RSV antiviral HEp-2	NS5 inhibitors	SV40 large T antigen	AID2073	XIAP antagonists	HIV fusion peptide	LYP phosphatase	MgcRacGAP inhibition	Siah-1 displacement	others
CC(C)CN(CCNC(=O)CN1C(=O)COc2ccc(S(=O)(=O)N3CCOCC3)cc21)CC(C)C	-0.8%	-3%	x	8%	x	1.3%	-12%	2%	-4%
O=C1NC(=S)N/C1=C/c1cccnc1	0.2%	-6%	20%	6%	x	-1.6%	-4%	10%	7%
Cc1cc(NC(=O)CN2C(=O)NC(Cc3ccccc3)C2=O)no1 (configuration not stated)	2.2%	1%	26%	-5%	-4.9%	19%	-8%	12%	3%
CC(C)N1CCC(N2CCN(Cc3cc(F)ccc3-n3cccn3)CC2CCO)CC1 (configuration not stated)	-2.2%	x	7%	-8%	-9.4%	1.0%	-6%	x	-5%
O=c1c(Cl)c(NCc2ccc(F)cc2Cl)cnn1C12CC3CC(CC(C3)C1)C2	19%	0%	-1%	43%	-8.5%	-1.6%	12%	7%	-3%
CC(C)(CN1CCN(Cc2ccccc2)CC1)NS(=O)(=O)c1ccc(Cl)cc1	3.4%	-5%	17%	6%	x	-1.0%	-5%	4%	-1%
Cn1c(=O)c2c(-c3ccccc3)n(CCCN3CCOCC3)cc2n(C)c1=O	-0.2%	-1%	2%	5%	2.1%	-2.4%	-4%	12%	5%
COc1ccc2c(c1)c(C(=O)OCCN(C)C)c(C)n2C	0.4%	-2%	4%	-12%	-11%	-3.4%	-3%	17%	-2%
CC1CN(C(=O)CSc2nnc(NC(=O)NC(C)(C)C)s2)CC(C)O1 (configuration not stated)	-2.5%	-4%	10%	x	x	x	x	2%	x
CCOC(=O)C1C(=O)OC2(CCCCC2)C1C(=O)OCC (configuration not stated)	-1.7%	-1%	-7%	2%	-2.2%	-0.6%	4%	-4%	0%
CCOC(=O)C1=C(C)Nc2nc(SCC)[nH]c(=O)c2C1c1ccncc1 (configuration not stated)	2.2%	3%	27%	-1%	-4.4%	-0.5%	-7%	-2%	-1%
CCOC(=O)Cn1nc(C)n(-c2ccc(C(C)(C)C)cc2)c1=O	2.4%	-2%	4%	-3%	-3.2%	-2.8%	-2%	8%	2%
O=C(Nc1ccc(N2CCOCC2)nc1N1CCOCC1)c1cccc(C(F)(F)F)c1	x	-2%	8%	4%	x	-0.7%	-8%	4%	-4%
Cc1ccc(C(C)(C)NC(=O)C2CCC(=O)N(C3CCCCCC3)C2)cc1 (configuration not stated)	-0.6%	-2%	6%	-1%	x	-0.9%	-4%	3%	1%
CC(C)(C)C(=O)NC(NC(=O)C(C)(C)C)c1ccc([N+](=O)[O-])cc1	1.0%	-3%	4%	-1%	-7.2%	0.0%	-2%	8%	4%
Cc1cc(C)c2nc(N3CCC(C(=O)NCCCN4CCCC4=O)CC3)sc2c1	9.3%	6%	8%	-5%	x	-0.6%	-11%	13%	2%
COC(=O)C(C(=O)OC)C(C(=O)OC)C(C(=O)OC)C(=O)OC	1.7%	1%	2%	5%	-3.5%	-1.0%	-9%	10%	-3%
Cc1ccc(C)c(S(=O)(=O)n2cnc3ccccc32)c1	1.7%	-1%	0%	7%	-5.4%	0.5%	-1%	0%	-1%
CN(CCS(=O)(=O)c1ccc(Cl)cc1)Cc1cccnc1	x	0%	7%	5%	x	-2.6%	-2%	3%	2%
COc1cc(/C=N/NC(=O)c2ccc([N+](=O)[O-])cc2Cl)cc(Br)c1O	2.2%	1%	15%	-2%	-0.5%	-2.0%	-4%	15%	8%
CN1C(=O)Cc2cc(S(=O)(=O)N3CCN(c4ccccc4F)CC3)ccc21	21%	-6%	5%	16%	x	-0.8%	-9%	-4%	-2%
CCOC(=O)C(NC(=O)Nc1ncccn1)(Oc1ccccc1)C(F)(F)F (configuration not stated)	0.2%	1%	4%	-1%	-5.3%	5.3%	-15%	5%	-6%
O=C(CCNC(=O)c1ccccc1)Nc1cccnc1	0.7%	-1%	9%	-3%	-8.5%	-3.0%	-6%	11%	-1%
Cc1ccc(SCCN2CCC(C(C)(C)C)CCC2=O)cc1 (configuration not stated)	1.6%	2%	1%	-1%	x	-0.8%	-11%	5%	2%
CC1CCN(Cc2ccc(-c3nn[nH]n3)cc2)CC1	1.9%	0%	2%	4%	-7.7%	-2.0%	4%	5%	-1%
CCCc1nc(SCC(=O)NNC(=O)c2ccc(OC)cc2)c2ccccc2n1	2.6%	-2%	11%	-8%	-2.5%	-0.2%	2%	14%	0%
O=C(Cc1ccccc1)c1c[nH]c(C(=O)C(Cl)(Cl)Cl)c1	0.7%	-23%	4%	11%	x	-1.7%	-8%	20%	-6%
Cc1csc(NC(=O)Cc2nn(C)c(=O)c3ccccc23)n1	2.1%	5%	-3%	-5%	-5.6%	2.6%	-3%	5%	3%
Cc1ccn(CCC(=O)O)n1	0.6%	-7%	6%	2%	1.0%	1.2%	-2%	5%	-1%
COCCOC(=O)c1cc(C(=O)c2cc(Cl)ccc2O)coc1=N	0.7%	-1%	9%	19%	-2.8%	3.7%	0%	4%	2%
CC(CCc1ccccc1)NC(=O)CN(C)Cc1ccc(F)cc1 (configuration not stated)	-0.1%	-4%	6%	-5%	x	0.8%	-5%	6%	3%
Cc1ccc(NC(=O)CCc2c(C)[nH]c(=O)c(C#N)c2C)cc1	0.2%	-4%	-7%	9%	x	0.4%	-11%	6%	1%
O=[N+]([O-])c1ccccc1S(=O)(=O)N1CCc2ccccc2C1	1.3%	-7%	0%	6%	-21%	0.3%	0%	1%	0%
O=C(Cn1ncc(Cl)c(Cl)c1=O)N1CCN(Cc2ccccc2)CC1	x	2%	14%	18%	-5.2%	-1.8%	-7%	19%	0%
CCOCCCn1c(=S)[nH]c2cc(C(=O)NCC(OC)OC)ccc2c1=O	0.2%	-1%	7%	-30%	-9.9%	0.5%	-6%	0%	2%
CCC(C)[C@H](NC(=O)CCn1nnc2ccccc2c1=O)C(=O)O (some centres not stated)	1.4%	4%	6%	3%	-2.5%	-1.9%	-5%	7%	1%
NC(=O)c1ccccc1OCC(=O)O	1.4%	3%	7%	-1%	-0.9%	-1.0%	-9%	7%	-2%
COc1ccc(-c2cc(-c3ccco3)[nH]c(=O)c2C#N)cc1OC	2.1%	u	34%	0%	x	41%	5%	10%	2%
Cc1c(CCOC(=O)c2ccc([N+](=O)[O-])cc2)sc[n+]1CC(=O)c1ccccc1	0.5%	-7%	10%	-17%	-3.7%	-1.7%	-7%	-42%	-6%
COc1cc(O)cc2c1[C@@H]1Oc3c(ccc(O)c3CC=C(C)C)[C@@H]1CO2	8.7%	-6%	8%	x	x	x	x	-16%	x
O=C(NC1CCCC1)C(c1ccccc1)N(Cc1cccnc1)C(=O)Cc1cccs1 (configuration not stated)	1.8%	-6%	1%	1%	-8.9%	0.3%	1%	-7%	0%
COc1ccc(C)cc1NC(=O)CSc1nnc(-c2ccco2)n1Cc1ccco1	5.3%	-9%	2%	-7%	-2.7%	1.8%	2%	5%	5%
COc1cc(NS(=O)(=O)c2ccc(N/C=C(\C#N)c3nc4cc(Cl)ccc4o3)cc2)nc(OC)n1	-1.5%	3%	9%	7%	-5.0%	76%	5%	2%	1%

Screening data as filed in PubChem.
